# TRAIL sens C8: sensitizes caspase-8 expressing cells to TRAIL. NB7+C8 cells + TRAIL, ATPlite viability luminescence. 360,000 tested, 1% active. AID 624354. inhibition (viability loss, TRAIL sensitization), % at 10 µM;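 active = compounds causing at least 50% loss of cell viability in the single-dose screen, relative to plate controls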
# Peg3 promoter: Peg3 promoter activity inhibition; HeLa PEG-Prom luciferase reporter, luminescence, overnight; inhibition, % at 20 µM; 360,000 tested, 1.7% active;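 active = inhibition of at least 50% at 20 µM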
# TROY signal inh: inhibitors of TROY-dependent NF-kB signaling; inhibition, % at 10 µM; 360,000 tested, 0.98% active; Q293 LMP1-TROYcd NF-kB luciferase reporter, 4 h;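 active = compounds whose plate-normalised and pattern-corrected inhibition of the luciferase reporter signal at the single screening dose is 50% or more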
# HIF-2a inh: inhibitors of HIF-2a; 786-0 RCC cells HIF-2a reporter, luciferase luminescence, overnight; inhibition, % at 18.8 µM; 360,000 tested, 0.72% active;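 active = inhibition of the luminescence signal of 40% or more relative to plate controls, in a single-dose primary screen at 18.75 µM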
# KKLEB cytotox: reduces viability of KKLEB cystic fibrosis airway cells; KKLEB CF airway cells viability, ATPlite luminescence, overnight; active compounds read low; cells stimulated with P. aeruginosa culture filtrate; activity change (cytotoxicity), % at 5 µM; 360,000 tested, 0.36% active; AID 602141;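 active = corrected activity change at or below -50% at 5 µM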
# NR2E3 ag-1: agonists of human nuclear receptor NR2E3 | Q9Y5X4 | GST-NR2E3/biotin-RetCOR TR-FRET, 1536-well | inhibition of corepressor binding, % at 4.78 µM | 320,000 tested, 0.12% active | AID 2300;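 active = percent inhibition above the cutoff of mean plus 3 SD of all tested compounds, set per screening campaign, cut at about 20% in these data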;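 note: 0% = DMSO wells and 100% = biotin wells as full block of FRET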
# Target sequence (Q9Y5X4 whole entry, looked up): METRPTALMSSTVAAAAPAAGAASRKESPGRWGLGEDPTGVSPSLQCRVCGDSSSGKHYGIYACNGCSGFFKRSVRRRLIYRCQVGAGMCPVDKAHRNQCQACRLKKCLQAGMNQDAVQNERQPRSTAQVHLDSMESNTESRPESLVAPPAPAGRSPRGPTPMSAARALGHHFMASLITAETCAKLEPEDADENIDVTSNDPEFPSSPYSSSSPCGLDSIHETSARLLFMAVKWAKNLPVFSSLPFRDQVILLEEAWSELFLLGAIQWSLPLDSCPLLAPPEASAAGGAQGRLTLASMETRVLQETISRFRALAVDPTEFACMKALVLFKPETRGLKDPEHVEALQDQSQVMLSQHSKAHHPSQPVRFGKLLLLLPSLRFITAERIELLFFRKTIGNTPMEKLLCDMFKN
#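 System: GST-NR2E3 and biotin-RetCOR proteins; probe or stimulus: 7 nM biotin-RetCOR; doses: compound at 4.8 µM, single dose; schedule: Compound–protein incubation for 5 h at 4 °C; detection: time-resolved FRET; read-out: percent inhibition; controls: biotin wells as high control, 0.6% DMSO wells as low control; format: 1536-well plates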
# MITF TRPM1 inh: inhibitors of MITF-driven TRPM1 promoter in melanoma cells; SK-MEL-5 TRPM1 promoter luciferase, 24 h; inhibition, % at 12.5 µM; 330,000 tested, 0.83% active;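 active = mean inhibition across replicates of 60% or more, whatever share of single replicates reaches that level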; note: values of inactives mirror those of a sister screen read the other way
# Shn3 3UTR inh: inhibitors of Schnurri-3 3'UTR reporter in osteoblasts. Clone20 osteoblast Shn3 3'UTR firefly luciferase, 24 h. inhibition, % at 12.5 µM. 360,000 tested, 0.52% active;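 active = mean inhibition of at least 75% with every replicate also reaching 75%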;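 note: 0% = median of neutral control wells and 100% = pilot-screen positive control compound; some compounds past the cut are filed as inactive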
# NR2E3 ag-2: activates human NR2E3 receptor; CHO-S Gal4-NCOR/VP16-NR2E3 two-hybrid, luciferase; AID 602229; 360,000 tested, 0.35% active; inhibition of corepressor binding, % at 3.98 µM;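 active = inhibition above the mean of all tested compounds plus 3 SD, cut at about 70% in these data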;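 note: 0% = DMSO with NR2E3 transfected cells and 100% = cells lacking NR2E3 construct; higher means lower luciferase signal from less NR2E3 corepressor binding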
# TWEAK Fn14 block: blocks TWEAK-Fn14 interaction in a reporter cell assay; TWEAK-stimulated Fn14 reporter cells, luciferase luminescence, 8 h; inhibition, % at 10 µM; 360,000 tested, 2% active; in the data active = inhibition above about 50%
# CF NFkB inh: inhibitors of cystic fibrosis induced NF-kB; inhibition, % at 5 µM; 360,000 tested, 0.86% active; KKLEB NF-kB-GFP reporter, PAF-induced, GFP fluorescence overnight;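 active = at least 50% inhibition at 5 µM, scaled per plate between neutral and stimulator controls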;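 note: PAF is a Pseudomonas aeruginosa culture filtrate used as stimulus; plate controls were PAF-stimulated DMSO wells for no effect and unstimulated DMSO wells for full effect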
# * hit, by the source's call; . = not tested or not shown; & = joins results of further samples. The list is partial; the hit share may differ from the screen's.
# Start of the listing, in advance (3 entries):
# Under each structure – TRAIL sens C8	Peg3 promoter	TROY signal inh	HIF-2a inh	KKLEB cytotox	NR2E3 ag-1	MITF TRPM1 inh	Shn3 3UTR inh	NR2E3 ag-2	TWEAK Fn14 block	CF NFkB inh
CSc1ccccc1NC(=O)c1ccc(N2CCCC2=O)cc1
 : 8	-159	-55	-191	14	2	-63	-33	-52	-6	-12
COCCn1c(SC(C)C(=O)Nc2ccc(N3CCOCC3)cc2)nnc1-c1ccncc1 (stereo unspecified)
 : 3	7	-27	-8	4	4	-2	-8	-4	4	8
COc1ccc2c(c1OC)C(=O)N1C2SC[C@H]1C(=O)NC1CC(C)(C)NC(C)(C)C1 (stereo partly specified)
 : 7	4	-4	-1	-2	.	0	-9&-10	-10	-13	6

# The list itself, from the start:
# Under each structure – TRAIL sens C8	Peg3 promoter	TROY signal inh	HIF-2a inh	KKLEB cytotox	NR2E3 ag-1	MITF TRPM1 inh	Shn3 3UTR inh	NR2E3 ag-2	TWEAK Fn14 block	CF NFkB inh
CSc1ccccc1NC(=O)c1ccc(N2CCCC2=O)cc1
 : 8	-159	-55	-191	14	2	-63	-33	-52	-6	-12
COCCn1c(SC(C)C(=O)Nc2ccc(N3CCOCC3)cc2)nnc1-c1ccncc1 (stereo unspecified)
 : 3	7	-27	-8	4	4	-2	-8	-4	4	8
COc1ccc2c(c1OC)C(=O)N1C2SC[C@H]1C(=O)NC1CC(C)(C)NC(C)(C)C1 (stereo partly specified)
 : 7	4	-4	-1	-2	.	0	-9&-10	-10	-13	6
O=C(c1ccccc1)N1CCN(c2ccc(N3CCOCC3)nn2)CC1
 : -33	13	-3	2	12	0	-1	-3	5	-1	-18
CCn1ncc(Br)c1C(=O)Nc1ccccc1C(F)(F)F
 : -15	25	2	14	2	-3	3	11	-14	10	11
Cc1ccc(C(=O)N2CCN(c3ccccn3)CC2)cc1
 : -2	6	12	6	7	1	-2	6	0	15	-3
O=C(COc1ncnc2ccccc12)NCCc1ccccc1
 : -12	-9	1	6	7	-2	-12	15	-8	-1	-14
COc1ccc(Cl)cc1-n1c(N)c(C(N)=O)sc1=S
 : 9	8	16	3	-8	3	-3	4	11	20	11
CCOCC(=O)Nc1nnc(C2CCCCC2)s1
 : 10	-136	-49	-192	-2	-1	-48	-80	-85	-2	6
COc1cc(Cl)ccc1OCc1cc(C(=O)N2CCN(c3ccccn3)CC2)no1
 : -3	2	19	-22	0	-1	-14	0	-17	5	2
Brc1ccc(-c2nc(-c3ccccn3)no2)o1
 : 43	15	56*	14	-1	-1	40	21	-114	91*	-14
COCCCNC(=O)c1cc(C(=O)c2ccccc2Br)c[nH]1
 : -6	6	-1	17	-10	0	19	-3	-10	43	-5
COC(=O)C1=C(NC(=O)c2cccc(OC)c2)CCS1
 : 2	-5	-12	-37	11	5	-7	0	-53	5	-6
O=C(Oc1ccc2c(c1)OCO2)C12CC3CC(CC(C3)C1)C2
 : -2	-26	-47	10	8	-1	-8	-36	-8	-4	4
COc1ccc(CCNC(=O)COc2nncc3ccccc23)cc1
 : -2	5	9	17	7	-2	-7	-3	-21	2	4
COc1ccc(-c2nc3n(c(=O)c2C#N)CCS3)c(OC)c1
 : -16	9	-15	9	-1	1	5	-15	-4	0	8
COc1ccccc1NC(=O)CSCC(=O)N1c2ccccc2CCc2ccccc21
 : -1	4	-1	20	16	-1	-5	2	-27	3	-19
COc1ccc2cc(C(=O)C3CCCN(C(=O)C4=NN(C)C(=O)CC4)C3)ccc2c1 (stereo unspecified)
 : 14	-37	-45	-31	-15	1	1	-9	-3	-17	17
COc1cc2c(cc1OC)CN(CCC(=O)c1ccc(Br)cc1)CC2
 : -26	-16	0	4	0	4	6	-83	-6	-5	11
CC(=O)Nc1ccc(NC(=O)CSc2nnc(-c3ccco3)o2)cc1
 : -3	-3	-5	18	-10	1	-5	-6	-6	12	10
CCCC(C(=O)NCCC(C)C)N(Cc1ccc(OC)cc1)C(=O)c1snc(C(N)=O)c1N (stereo unspecified)
 : -11	9	-7	-3	2	2	0	8	13	-6	-6
O=C(COC(=O)Cc1ccccc1[N+](=O)[O-])NCc1ccccc1Cl
 : 2	6	-13	7	3	-3	-10	-3	-19	1	10
CC(=O)N1CCN(C(=S)c2ccc([N+](=O)[O-])cc2)CC1
 : 1	6	0	13	-1	0	-4	-10	-34	7	4
COC(=O)/C=C/C(=O)NCc1ccco1
 : 1	5	6	9	0	3	0	19	-1	8	1
NNC(=O)C1CC(O)CN1S(=O)(=O)c1ccc(Cl)cc1 (stereo unspecified)
 : -2	10	4	11	4	0	8	-4	-10	-8	-5
Cc1ccc(CN2CCN(CC(=O)NCCCN3CCN(c4ccc(F)cc4)CC3)C2=O)cc1
 : 5	26	1	10	7	1	35	54	19	15	-8
CC1(C)CC(=O)C=C(CN2C(=O)c3ccccc3C2=O)C1=O
 : 7	2	8	3	6	2	-3	-4	15	27	4
CC1(C)N=C(N)NC(Nc2ccc(Br)cc2)=N1
 : -8	5	9	-2	2	-1	6	52	-3	17	-12
Cc1cc(C(=O)COC(=O)CC2Sc3ccccc3NC2=O)c(C)n1-c1ccc(Br)cc1 (stereo unspecified)
 : 2	-27	7	-35	-7	-1	22	10	-11	4	-6
CCN(CC(=O)Nc1ccc(S(N)(=O)=O)cc1)S(=O)(=O)c1cc(C)ccc1OC
 : -8	3	18	13	6	-1	7	-21	-28	7	-3
CC1(C)CC(=O)C(CCC(=O)c2ccccc2)C(C)(C)N1 (stereo unspecified)
 : -1	3	3	15	7	-1	7	5	16	11	1
CC(=O)n1cc([C@H]2C=C(C(=O)NCc3ccccc3)O[C@@H](OCc3ccc(CO)cc3)C2)c2ccccc21
 : 5	55*	-11	34	-1	4	3	3	-15	13	13
Cc1ccc(S(=O)(=O)N=S(CCO)CCO)cc1
 : 2	12	0	14	-3	-2	-9	0	7	6	6
Cc1cc(NC(=O)c2cccc(COc3ccc(Br)cc3)c2)no1
 : 5	-146	-59	7	-16	-3	10	6	-187	-29	23
Cc1nc(Nc2ccc(S(=O)(=O)N3CCCC3)cc2)c2nnn(Cc3ccccc3)c2n1
 : 21	36	23	31	-7	5	18	60	29	42	6
Cc1cccc(Nc2nc(N)c([N+](=O)[O-])c(N3CCCC(C)C3)n2)c1 (stereo unspecified)
 : 9	55*	36	-14	-18	2	4	37	14	64*	42
COc1ccc(CCN2CC(C(=O)NCc3ccco3)CC2=O)cc1OC (stereo unspecified)
 : -15	23	-5	2	-13	-2	34	-12	8	-8	-18
O=C1NC2(CCCC2)Oc2ccccc21
 : 2	12	-2	12	1	0	-4	-1	6	-14	2
O=C(CN1C(=O)CC(c2ccccc2)Sc2ccccc21)NCC1CCCO1 (stereo unspecified)
 : 2	14	11	6	12	-3	7	-33	-1	7	-1
CCCCCCCN1C(Nc2ccccc2)=NC[C@@H]1CC(C)C
 : 48	4	-20	2	-5	2	-16	50	19	-5	15
CC(=O)c1cccc(CN2CCC(C(=O)Nc3cccc(-c4ccn[nH]4)c3)CC2)c1
 : -12	-11	-1	-7	0	0	0	5	4	-11	-21
CCN1CCN(CC(O)COCCOc2ccc(Br)cc2)CC1 (stereo unspecified)
 : 6	3	21	10	20	2	-5	-1	-20	-1	-4
N#CCCn1cc(/C=N/O)c(-c2ccccc2)n1
 : -5	9	-1	19	-4	5	3	2	2	-7	-6
O=C(c1cccnc1)C1CCCN(Cc2nc(Cc3ccccc3)no2)C1 (stereo unspecified)
 : 1	12	-8	12	-11	3	-2	-7	3	3	-15
COc1ccc(NC(=O)COc2ccccc2Cc2ccccc2)cc1S(N)(=O)=O
 : 25	24	31	12	-7	3	15	36	12	15	2
CCCCN(C(=O)Nc1ccc(OCC)cc1)C1CCN(C(C)=O)CC1
 : -5	-6	7	3	-14	4	0	-16	18	13	11
O=C(CN(c1ccccc1)S(=O)(=O)c1ccccc1)Nc1ccc(F)cc1
 : 2	20	-15	16	2	3	0	-11	0	21	-7
Cc1ccccc1-c1cc2c(c3c1ccn3C)C1CCC2O1 (stereo unspecified)
 : -8	-7	-10	-7	-6	.	.	-8	-7	-4	11
Cc1ccc(S(=O)(=O)/C(C#N)=C/c2c(N3CC(C)OC(C)C3)nc3ccccn3c2=O)cc1 (stereo unspecified)
 : -7	10	1	16	-2	4	-7	6	-10	21	-21
O=S(=O)(Nc1ncccn1)c1ccc(NC(=S)NCc2cccnc2)cc1
 : -6	8	-8	12	2	3	-5	-4	-12	-16	19

# Next records:
# Under each structure – TRAIL sens C8	Peg3 promoter	TROY signal inh	HIF-2a inh	KKLEB cytotox	NR2E3 ag-1	MITF TRPM1 inh	Shn3 3UTR inh	NR2E3 ag-2	TWEAK Fn14 block	CF NFkB inh
COc1ccc2oc3ccccc3c(=O)c2c1
 : -5	-340	-82	-271	15	-3	-74	-49	-70	-26	-57
CCCS(=O)(=O)NC(=O)C1(C)CCN(C(=O)/C=C/c2ccccc2)C1 (stereo unspecified)
 : 0	-3	-5	3	-7	.	.	-10	-19	12	26
COc1ccc(-c2cc3cc(F)ccc3cn2)cc1
 : 38	-217	-55	-183	4	.	-61	-52	-160	24	-2
CCC(=O)OCC(=O)Nc1cc(C)c(C)cc1[N+](=O)[O-]
 : -8	1	-9	21	-5	1	3	0	-19	4	7
Cc1ccc(-c2nnn(CC(=O)N(c3cnc4ccccc4c3)C(C(=O)NC3CCCC3)c3ccncc3)n2)o1 (stereo unspecified)
 : 2	23	-5	9	3	2	-3	9	4	25	-24
CC(C)CC(Nc1ncnc2scc(-c3ccccc3)c12)C(=O)O (stereo unspecified)
 : -8	0	-1	14	-1	0	12	-14	3	-10	12
CCc1cc(-c2nnn(CCC3COCCO3)c2C(C)(C)O)ccc1-c1cn(CCc2c[nH]c3ccccc23)nn1 (stereo unspecified)
 : 13	31	10	22	0	.	.	3	-3	-14	-15
CCOC(=O)N1CCN(S(=O)(=O)N2CCCC(C(=O)NCc3cccc(OC)c3)C2)CC1 (stereo unspecified)
 : 10	20	-3	12	0	0	16	6	16	-5	13
CCOC(=O)C1=C(O)/C(=C/c2ccc(CNC(=O)C(=O)Nc3ccc(C)cc3)o2)N=C1C
 : -9	-17	7	-6	4	2	11	9	-11	-6	-11
COc1ccc(-n2cc(CNCc3cccnc3)c(-c3cccc(F)c3)n2)cc1
 : 1	-55	-18	-113	-7	-1	-12	-31	1	-28	4
CC(C)(C)c1cc(C(=O)NNC(=O)c2ccc(Cl)cc2)no1
 : -10	-7	-9	4	-11	1	-3	-34	-19	-9	0
COc1cc(CN2CCC(Cc3ccccc3)CC2)cc(OC)c1OC
 : 7	3	14	0	-6	.	34	48	-20	2	-3
O=C(NCC1(c2ccccc2)CCCC1)c1ccc(Br)cc1
 : 17	20	-15	16	4	-3	0	-2	17	4	2
CCCNC(=O)c1ccc(N2CCC3(CC2)CC(c2cccc(Br)c2)=NO3)c(NC(=O)c2ccc(Cl)c([N+](=O)[O-])c2)c1
 : 3	73*	-16	12	-1	3	44	9	-33	28	-4
Cc1ccc(/C=N\NC(=O)/C(=C\Nc2nccc(C)n2)NC(=O)c2ccccc2)cc1
 : -7	-20	17	-8	9	0	1	-1	-6	-8	7
